Screening results deposited in PubChem by several laboratories.
Arr AP2 block = blocks beta-arrestin peptide binding to AP2 adaptin | FITC-arrestin peptide / GST-AP2 beads, flow cytometry; AP2 beta2 appendage carries R879A mutation | inhibition, % at 10 µM | hit rate 0.31% among 340,000;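 active = inhibition above a set limit, near 3 SD of compounds lacking own fluorescence, cut at about 54% in these data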;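 also: plate controls were DMSO wells for no effect and 5 µM unlabelled arrestin peptide for full effect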
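System: GST-AP2 R879A glutathione beads; medium: PBS, Tween 20 0.05%, BSA 0.1%; reagent: fluorescein-tagged arrestin peptide at 50 nM final; schedule: pre-incubation 12 min, peptide binding 1 h, room temperature; detection: flow cytometry, FL1 (488/535 nm); read-out: inhibition as reduced fluorescein signal on beads, percent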
dFosB activator = mouse delta FosB homodimer activation; P13346; purified delta FosB, TAMRA-CDK5 oligo fluorescence polarization; percent of positive-control signal above neutral wells; hit rate 0.99% among 340,000; activation, % at 25 µM; AID 493131;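 active = mean activation above about 17%, with every replicate also reaching it, limit read from the data, passing the limit was not always enough; inconclusive = only one of the two conditions met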;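 also: fluorescence polarization rise as delta FosB binds a TAMRA Cdk5 AP-1 oligo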
CDK5 p35 inh = CDK5/p35 (human) kinase inhibition; hit rate 0.01% among 330,000; inhibition, % at 10 µM; Recombinant CDK5/p35, ADP-Glo luminescence, 60 min; Q00535+Q15078;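 active = highest replicate inhibition of at least 50% and at least 75% of replicates reaching 50%; inconclusive = only one of the two criteria met; inactive = both criteria failed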;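 also: plate controls were DMSO neutral control for no effect and GW8510 at 10 µM for full effect; many of its hits are not listed in these tables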
Target sequence (Q00535 whole entry, looked up): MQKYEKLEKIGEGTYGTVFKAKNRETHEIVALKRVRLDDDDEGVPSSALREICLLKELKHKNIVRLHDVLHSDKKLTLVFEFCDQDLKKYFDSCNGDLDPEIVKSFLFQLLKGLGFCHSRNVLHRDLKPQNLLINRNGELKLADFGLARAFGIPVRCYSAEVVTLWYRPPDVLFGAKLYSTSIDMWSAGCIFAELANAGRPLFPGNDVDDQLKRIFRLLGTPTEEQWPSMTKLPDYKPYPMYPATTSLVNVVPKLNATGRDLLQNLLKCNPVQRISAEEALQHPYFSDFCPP
Target sequence (Q15078 whole entry, looked up): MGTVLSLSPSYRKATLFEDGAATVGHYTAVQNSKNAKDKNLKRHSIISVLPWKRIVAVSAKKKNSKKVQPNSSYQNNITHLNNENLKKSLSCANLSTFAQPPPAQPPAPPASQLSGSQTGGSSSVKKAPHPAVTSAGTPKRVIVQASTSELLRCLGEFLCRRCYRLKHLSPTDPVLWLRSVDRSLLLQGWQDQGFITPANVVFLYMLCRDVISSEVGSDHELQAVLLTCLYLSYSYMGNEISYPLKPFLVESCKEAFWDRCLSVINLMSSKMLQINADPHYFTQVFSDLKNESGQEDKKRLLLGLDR
Pemphigus Ab inh = inhibitors of pemphigus antibody binding to human desmoglein-3; P32926; DSG3-coupled beads, scFv-anti-DSG3-GFP binding, flow cytometry; hits give low values; binding (percent of control), % at 10 µM; hit rate 0.48% among 310,000;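 active = binding more than 3 SD below its plate's average and above zero; inconclusive = below that plate limit but binding exactly zero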;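 also: hits lower antibody fragment binding to DSG3; some compounds called inactive have numbers as strong as hits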
PKA-R1A activ = PKA-R1A complex activation | P00514+P68181 | PKA-R1A dissociation, Cy5-IP20 fluorescence polarization; scaled: DMSO 0%, 113 µM cGMP 100% | activation, % at 11.4 µM | hit rate 0.083% among 340,000;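 active = percent activation above the mean of all tested compounds plus 3 SD, cut at about 19% in these data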;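 also: higher means more PKAc released from R1A so a rise in polarization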
SR-BI DiI inh = inhibitors of mouse SR-BI mediated HDL lipid uptake; ldlA[mSR-BI] CHO cells, DiI-HDL uptake fluorescence, 3 h; hit rate 0.96% among 320,000; AID 488896; inhibition, % at 12.5 µM; Q61009;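 active = mean replicate inhibition of at least 70% and a set share of replicates each scoring 70 or more; inconclusive = meets just one of the two criteria; inactive = fails both criteria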;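 also: 0% = median of neutral control wells and 100% = median of positive control wells; values of inactives mirror those of a sister screen read the other way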
MITF act = increases MITF-driven TRPM1 promoter luciferase signal; SK-MEL-5 TRPM1-promoter luciferase, 24 h; % of positive control, neutral wells = 0; activation, % at 12.5 µM; hit rate 0.75% among 300,000; AID 588334;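 active = mean activation of at least 80% with every replicate also reaching 80%; inconclusive = mean reaches 80% but some replicate falls short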;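 also: 0% = neutral control wells and 100% = parthenolide positive control wells; values of inactives mirror those of a sister screen read the other way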
SR-BI uptake up = enhances SR-BI lipid uptake from DiI-HDL. activation, % at 12.5 µM. hit rate 0.096% among 320,000. CHO ldlA[mSR-BI] cells, DiI-HDL uptake fluorescence, 3 h; 100 = double the neutral-control signal;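 active = mean replicate activation of at least 60% and every replicate at or above 60%; inconclusive = mean or all-replicate condition met, but not both; inactive = mean below 60% and not all replicates reaching 60%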;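 also: 0% = median plate neutral-control signal and 100% = twice that signal; values of inactives mirror those of a sister screen read the other way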
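Material: SR-BI-overexpressing, LDLR-lacking CHO cells; schedule: compound exposure 3 h, 37 °C; reagent: DiI-labelled HDL at 10 µg/mL final; technique: bottom-read fluorescence, 550/595 nm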
NSD2 HMT inh = inhibitors of human histone methyltransferase NSD2 | AID 743445 | inhibition, % at 12.5 µM | hit rate 0.54% among 310,000 | NSD2 peptide methylation, AlphaScreen, 120 min | O96028; in the data active = inhibition above about 50%
PKA-R2B act = activates the human PKA-R2B holoenzyme complex; PKA-R2B holoenzyme dissociation, Cy5-IP20 fluorescence polarization; R2B truncated from residue 108, S112A mutant; 0% DMSO only, 100% 113 µM cGMP; activation, % at 11.4 µM; hit rate 0.079% among 340,000;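 active = activation above a cutoff set at the mean over all compounds plus 3 SD, cut at about 18% in these data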;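 also: higher means more holoenzyme dissociation and a rise in polarization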
Target sequence (P31323 whole entry, looked up, other chains not shown, the tested form may be a part): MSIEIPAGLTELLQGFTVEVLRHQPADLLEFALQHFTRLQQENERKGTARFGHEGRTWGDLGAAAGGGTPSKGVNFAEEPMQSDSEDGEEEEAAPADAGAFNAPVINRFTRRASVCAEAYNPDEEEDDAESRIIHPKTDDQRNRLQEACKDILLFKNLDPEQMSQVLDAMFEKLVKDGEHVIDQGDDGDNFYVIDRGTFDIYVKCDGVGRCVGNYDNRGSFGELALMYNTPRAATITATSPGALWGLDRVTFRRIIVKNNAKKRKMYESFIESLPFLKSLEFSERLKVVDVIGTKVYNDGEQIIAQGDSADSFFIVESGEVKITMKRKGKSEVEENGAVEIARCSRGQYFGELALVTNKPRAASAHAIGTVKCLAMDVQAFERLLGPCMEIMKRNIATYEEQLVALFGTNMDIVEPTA
SUMO Mot1 rescue = SUMOylation pathway inhibition by Mot1-301 growth rescue; hit rate 1% among 320,000; S. cerevisiae Mot1-301 growth rescue, ATP luminescence, 38.5C; percent above DMSO median, 100 means doubled; growth rescue, % at 18.8 µM;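 active = every valid replicate shows activation above 250% relative to neutral control wells; inactive = the rest, any valid replicate at or below 250%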;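 also: OY570 slx delta 5 strain wells were the positive control but not used for scaling; some compounds called inactive have numbers as strong as hits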
An asterisk follows results filed as active; ? = inconclusive; . = no result given.

SMILES	Arr AP2 block	dFosB activator	CDK5 p35 inh	Pemphigus Ab inh	PKA-R1A activ	SR-BI DiI inh	MITF act	SR-BI uptake up	NSD2 HMT inh	PKA-R2B act	SUMO Mot1 rescue
N#C/C(=C(/O)CN1CCOCC1)c1nc2ccccc2s1	-5	2	0.2	.	-10	-23	.	23	2	-6	5
Cc1cc(OCC(=O)OCC(=O)N2CCc3ccccc3C2)ccc1Cl	-2	-15	-3.7	105	-3	-1	2	1	-2	4	14
COc1ccc(NC(=O)C2CCCN2c2ccc(OC)c(OC)c2)cc1OC (centres undefined)	2	-7	1.4	98	5	11	-5	-11	.	9	172
COc1ccc(OCc2nnc(SCC(=O)N3C(C)CCCC3C)o2)cc1 (centres undefined)	8	-11	1.0	103	-8	.	.	.	15	-2	-23
CCOc1cc(N2CCOCC2)c(OCC)cc1NC(=O)c1c(-c2ccccc2Cl)noc1C	31	-2	-0.6	116	1	.	-6	.	7	-1	.
Cc1c(C(=O)CN2CCOCC2)[nH]c2ccccc12	11	2	-0.4	119	-6	-8	-7	8	5	10	8
COc1ccccc1NC(=O)c1ccc(CN(c2cc(Cl)ccc2C)S(=O)(=O)c2ccccc2)cc1	10	-3	-1.1	96	18	-14	-2	14	-1	-6	-18
CN(C)S(=O)(=O)c1ccc(C(=O)N2CCOCC2)cc1	5	3	1.7	100	-5	-23	.	23	-3	1	16
O=C(CSc1nc(N2CCCCC2)nc(N2CCCCC2)n1)c1ccccc1	11	-7	0.7	106	-4	27	.	-27	-1	-12	86
Cc1ccc(C(=O)N2NC(c3ccc(F)cc3)C3C(=O)N(c4ccc(C)cc4)C(=O)C32)cc1 (centres undefined)	-7	-5	-0.2	105	9	13	0	-13	.	-4	8
CCc1ccc(-c2cc(C)no2)cc1S(=O)(=O)NCc1ccc(OC)c(OC)c1	-7	-9	-0.4	99	-8	11	6	-11	4	-4	-3
COC(=O)Cc1ccc(NC(=O)C(c2ccccc2)c2ccccc2)cc1	4	-10	1.5	98	-12	-7	-4	7	-2	8	-17
O=C1/C(=C\c2ccc(O)c(O)c2)SC(=S)N1Cc1ccccc1	17	-11	3.3	227	-3	83*	-4	-83	31	1	-26
O=C1c2ccc3c4c(ccc(c24)C(=O)N1c1cccc(O)c1)CC3	2	6	-1.6	93	-3	-8	1	8	-8	-9	8
Cc1ccc(NC(=O)c2cc(S(=O)(=O)N3CCCCC3)cs2)cc1	54	-11	-0.5	88	12	42	-5	-42	-1	-4	13
O=C(COC(=O)c1cnccn1)c1ccc(Cl)cc1	1	-1	0.8	102	7	-11	6	11	-3	0	18
COC(=O)c1cc(S(=O)(=O)NC2CCC(C)CC2)cn1C (centres undefined)	-27	-11	0.4	99	11	-4	4	4	28	-3	-12
CN(CC(=O)Nc1ccccc1)CC(=O)Nc1ccccc1Cl	-6	-7	1.2	96	-1	-27	23	27	-2	-5	-10
Oc1ccc(-c2csc(Nc3ccc4c(c3)OCO4)n2)c(O)c1	5	-10	1.7	107	-4	61	54	-61	.	-1	.
CC(C)OC(=O)CN1C(=O)C(C)(C)Oc2ccc(C(=O)NC3CC3)cc21	3	-1	-1.9	101	3	8	.	-8	-1	-5	13
CCCN1CNC(=S)N(CCc2ccccc2)C1	-6	4	0.9	92	-3	-18	3	18	2	-7	15
O=C(CSc1nc(O)c(Cc2ccccc2F)c(=O)[nH]1)N1CCCCCC1	10	-8	0.7	104	-2	-22	-6	22	6	-9	490
COCC(=O)N(Cc1ccc(OC)cc1)Cc1nc2ccccc2c(=O)[nH]1	-2	-4	-0.1	102	4	-3	-8	3	5	-3	-17
COc1ccc(NC(=O)N(Cc2ccc(C)cc2)Cc2ccccn2)c(OC)c1	3	-5	2.3	93	-17	14	13	-14	.	-1	27
O=C(Cn1c(=O)cnc2ccccc21)N1CCN(S(=O)(=O)c2ccccc2Br)CC1	32	-7	0.5	106	2	4	5	-4	-2	1	-12

3 of the entries above in order of the CDK5 p35 inh value, low to high:
SMILES	Arr AP2 block	dFosB activator	CDK5 p35 inh	Pemphigus Ab inh	PKA-R1A activ	SR-BI DiI inh	MITF act	SR-BI uptake up	NSD2 HMT inh	PKA-R2B act	SUMO Mot1 rescue
O=C1c2ccc3c4c(ccc(c24)C(=O)N1c1cccc(O)c1)CC3	2	6	-1.6	93	-3	-8	1	8	-8	-9	8
Cc1ccc(NC(=O)c2cc(S(=O)(=O)N3CCCCC3)cs2)cc1	54	-11	-0.5	88	12	42	-5	-42	-1	-4	13
O=C(Cn1c(=O)cnc2ccccc21)N1CCN(S(=O)(=O)c2ccccc2Br)CC1	32	-7	0.5	106	2	4	5	-4	-2	1	-12

Further entries follow.
SMILES	Arr AP2 block	dFosB activator	CDK5 p35 inh	Pemphigus Ab inh	PKA-R1A activ	SR-BI DiI inh	MITF act	SR-BI uptake up	NSD2 HMT inh	PKA-R2B act	SUMO Mot1 rescue
CCOc1cc2[nH]c(=S)n(CCc3ccc(OC)c(OC)c3)c(=O)c2cc1OCC	1	-1	3.2	109	-8	32	.	-32	-1	-3	10
CCN(CC)c1ccc(NC(=O)COC(=O)Cc2ccsc2)cc1	7	-3	-0.7	107	2	-5	6	5	13	1	.
CCOC(=O)CSc1nnc(Cn2nnc(-c3ccccc3)n2)n1C	-7	1	-0.5	.	1	.	.	.	0	8	9
COc1ccc(C(NC(=O)C2CCCCC2)c2c(O)ccc3ccccc23)cc1 (centres undefined)	-6	-4	-0.1	100	2	14	-3	-14	0	-4	7
Nc1ccc2nc(-c3ccccn3)[nH]c2c1	-2	-7	0.0	.	-6	-22	47	22	-2	-13	7
CC(=O)c1cc(-c2ccccc2)n(CC(=O)Nc2ccc(C)c(C)c2)c1C	-8	?	0.1	97	3	44	-7	-44	0	0	2
Cc1cccc(CNS(=O)(=O)c2ccc(-c3ccc(=O)[nH]n3)s2)c1	7	-6	0.5	110	0	20	8	-20	-4	0	-7
CC(C)NC[C@H](O)COc1cccc2[nH]ccc12	-4	4	-2.0	88	-9	-10	5	10	.	6	-5
Nc1c(-c2ccccc2)nnn1Cc1ccccc1	-13	11	1.3	109	14	17	16	-17	-1	-13	16
COc1cc2cc(CN(CCO)S(=O)(=O)c3ccccc3Cl)c(=O)[nH]c2cc1OC	23	-4	-1.9	.	-4	-4	9	4	1	4	12
O=C(CCC1CCCN(C(=O)c2ccc3cc[nH]c3c2)C1)NCc1ccc(F)c(F)c1 (centres undefined)	58*	-13	0.8	110	-18	13	15	-13	1	5	761
Cc1onc(-c2ccccc2)c1C(=O)NC(=S)NNC(=O)c1cccnc1	2	5	-0.2	116	8	9	0	-9	-8	2	-9
CCCCC(=O)Nc1nnc(S(=O)(=O)N2CCCc3ccccc32)s1	5	1	-1.3	97	9	-26	.	26	.	12	-4
CCOC(=O)C1CCCCN1Cc1cc(OC)ccc1OC (centres undefined)	-1	-1	0.6	100	-8	-24	9	24	-1	-7	0
CCc1cccc2c(C(=O)COC(=O)c3cccc(S(=O)(=O)N(C)C4CCCCC4)c3)c[nH]c12	21	-3	-3.5	100	-2	12	4	-12	-3	0	-16
CC(C)(C)c1ccc(COn2c(=O)c(-c3ccco3)[n+]([O-])c3ccccc32)cc1	9	-4	0.0	96	-1	13	12	-13	18	-2	-8
COc1ccc(NC(=O)CSc2nc3[nH]ncc3c(=O)n2-c2ccccc2OC)cc1OC	6	-10	-3.4	121	-7	16	3	-16	2	-6	-23
Cn1ncc(Br)c1C(=O)NC1CCCCCCC1	-4	1	-0.4	105	-7	2	0	-2	0	-1	.
CC(C)OCCCn1c(=O)c2ccccc2n2c(CCC(=O)NCc3ccccn3)nnc12	17	0	.	97	5	-7	4	7	-2	10	5
Oc1ccc(CN2CCCCC2)nc1-c1ccccc1	-14	-3	2.2	.	-5	-11	-4	11	.	4	7
CC1CCCN(S(=O)(=O)c2ccc(N(C(=O)c3cnccn3)C(C(=O)NC3CCCCC3)c3cccs3)cc2)C1 (centres undefined)	0	-9	-1.5	100	-11	-1	-11	1	-4	-6	48
COc1ccc(C(=O)C2CCCN(Cc3cnc(N4CCOCC4)s3)C2)cc1F (centres undefined)	-16	-9	-1.3	90	-12	7	-4	-7	1	1	-23
COc1cc(/C=N/N=C(\N)c2nonc2N)cc(OC)c1O	13	1	-0.5	93	-3	.	28	.	2	-7	514
Cc1nnc(SCc2ccc(Cl)cc2)n1CC1CCCO1 (centres undefined)	-7	0	1.6	.	9	7	-5	-7	0	5	3
COc1ccc(NC(=O)Nc2ccccc2)cc1S(=O)(=O)N1CCCCC1	43	-9	-1.5	104	0	21	-11	-21	5	-1	25
Cc1cc(C)c2sc(N)nc2c1	-4	1	-0.5	113	2	.	-6	.	-1	0	0

Another view of 2 compounds above.
smiles,Arr AP2 block,dFosB activator,CDK5 p35 inh,Pemphigus Ab inh,PKA-R1A activ,SR-BI DiI inh,MITF act,SR-BI uptake up,NSD2 HMT inh,PKA-R2B act,SUMO Mot1 rescue
O=C(CCC1CCCN(C(=O)c2ccc3cc[nH]c3c2)C1)NCc1ccc(F)c(F)c1 (centres undefined),58*,-13,0.8,110,-18,13,15,-13,1,5,761
Cc1cc(C)c2sc(N)nc2c1,-4,1,-0.5,113,2,.,-6,.,-1,0,0

Single entries from above.
Reading of CC(C)OCCCn1c(=O)c2ccccc2n2c(CCC(=O)NCc3ccccn3)nnc12 under Pemphigus Ab inh: 97
Reading of CC(=O)c1cc(-c2ccccc2)n(CC(=O)Nc2ccc(C)c(C)c2)c1C under NSD2 HMT inh: 0
Reading of COc1cc(/C=N/N=C(\N)c2nonc2N)cc(OC)c1O under PKA-R2B act: -7
Reading of CCOc1cc2[nH]c(=S)n(CCc3ccc(OC)c(OC)c3)c(=O)c2cc1OCC under Arr AP2 block: 1
Reading of CC(C)(C)c1ccc(COn2c(=O)c(-c3ccco3)[n+]([O-])c3ccccc32)cc1 under SR-BI uptake up: -13
Reading of COc1ccc(C(=O)C2CCCN(Cc3cnc(N4CCOCC4)s3)C2)cc1F (centres undefined) under Pemphigus Ab inh: 90
Reading of CCCCC(=O)Nc1nnc(S(=O)(=O)N2CCCc3ccccc32)s1 under Pemphigus Ab inh: 97

An unsorted share of the library. Share with any hit: about 4.7%.
